# TSHR antagonist: human thyrotropin receptor antagonism; activity change, negative = inhibition, % at 11.5 µM; hit rate 0.2% among 330,000; P16473; TSHR-expressing cells, TSH-stimulated cAMP HTRF, 2 h; hits give low values;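 active = activity change below a set negative limit, meaning inhibition stronger than a set level, cut at about -70% in these data; inconclusive = activity change between two set negative limits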; note: % is set by controls: 0 for no effect and ±100 for the full control effect
# Target sequence (P16473 whole entry, looked up): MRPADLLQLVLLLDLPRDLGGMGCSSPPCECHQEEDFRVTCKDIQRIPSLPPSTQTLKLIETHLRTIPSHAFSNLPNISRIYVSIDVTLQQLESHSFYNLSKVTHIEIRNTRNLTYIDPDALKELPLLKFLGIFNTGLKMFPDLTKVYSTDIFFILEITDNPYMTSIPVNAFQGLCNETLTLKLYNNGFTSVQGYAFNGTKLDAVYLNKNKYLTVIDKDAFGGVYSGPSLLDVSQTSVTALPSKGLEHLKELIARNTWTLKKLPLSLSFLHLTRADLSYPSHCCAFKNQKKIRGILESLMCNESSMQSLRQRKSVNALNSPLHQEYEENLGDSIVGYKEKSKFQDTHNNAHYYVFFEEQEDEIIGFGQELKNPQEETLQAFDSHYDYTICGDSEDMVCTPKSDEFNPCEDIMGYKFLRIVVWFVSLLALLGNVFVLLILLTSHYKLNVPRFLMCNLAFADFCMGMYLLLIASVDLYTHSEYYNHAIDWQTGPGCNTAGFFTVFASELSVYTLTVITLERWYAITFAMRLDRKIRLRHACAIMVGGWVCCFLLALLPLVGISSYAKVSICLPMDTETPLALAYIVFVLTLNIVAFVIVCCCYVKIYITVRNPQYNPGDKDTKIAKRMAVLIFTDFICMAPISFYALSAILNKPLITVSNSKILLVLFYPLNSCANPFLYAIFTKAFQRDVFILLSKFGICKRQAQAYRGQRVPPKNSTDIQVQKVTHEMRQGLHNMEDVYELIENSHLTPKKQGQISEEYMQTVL
#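 Antagonism was scored as loss of TSH-driven cAMP in TSHR cells, stimulated with 4nM TSH (EC80) for 2 hours at 37 deg C and detected by homogeneous HTRF competition immunoassay.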
# AT treatment: potential ataxia-telangiectasia treatments restoring KAP-1 phosphorylation | […] A-T fibroblasts, KAP-1 phosphorylation AlphaLISA; neocarzinostatin DNA damage 30 min before lysis | Potency, µM (highest dose often 57.5 µM), for inactives: at the highest dose activation, actives largely listed as activators | hit rate 0.19% among 320,000 | AID 485349; note: potency is the fitted concentration of half-maximal effect; % of control where 0% means no effect; nearly all actives have a fitted effect of over 45% in size
#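 ATM-like activity read as KAP-1 phosphorylation via AlphaLISA donor/acceptor antibody pairs after lysis and 6 hr at 25C. Cells were ATM-null patient fibroblasts ([…], hTERT), dosed 60 min, then exposed to the DSB inducer NCS for 30 min.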
# TSG101-PTAP inh: blocks PTAP/TSG101 interaction to inhibit HIV-1 budding | Q99816 | Fluorescence polarization, FITC-PTAP peptide / Tsg101 binding | Potency, µM (doses to about 115 µM), for the others: at the top dose activity change, negative = inhibition, actives largely listed as inhibitors | 340,000 tested, under 10 active; active = well fitted inhibition curve with a large enough effect in the main read-out, with a control signal flat, not every such curve was filed as active; inconclusive = small, poorly fitted or top-dose-only effect, or effect the other way, or a change in a side signal; inactive = no such curve, though single readings can be large or run the other way; note: potency is the fitted concentration of half-maximal effect; % of control where 0% means no effect
#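 Fluorescence anisotropy tracks displacement of a FITC-tagged PTAP peptide (50 nM) from the Tsg101 binding domain (10 uM), following a 20 min room-temperature incubation at pH 7.5.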
# MLL CXXC-DNA inh: MLL CXXC-DNA interaction inhibition | Potency, µM (highest dose often 115 µM), without a hit: at the highest dose activity change, negative = inhibition, hits mostly inhibitors | Q03164 | MLL-CXXC / FITC-HOXA9 DNA fluorescence polarization | hit rate 0.037% among 290,000 | AID 2662; active = well fitted inhibition curve with a large enough effect in the polarisation, with a control signal flat, not every such curve was filed as active; inconclusive = small, poorly fitted or top-dose-only effect, or effect the other way, or a change in a side signal; inactive = no such curve, though single readings can be large or run the other way; the % refers to the polarisation; note: potency is the fitted concentration of half-maximal effect
#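 Fluorescence polarization: 7 uM MLL-CXXC (stock) preincubated 5 min with compounds, then 50 nM fluorescein-HOX-A9 DNA (stock) added; 30 min ambient. Buffer 50 mM Tris-HCl pH 7.5, 50 mM NaCl, 1 mM DTT, 0.05% BSA.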
# Menin MLL FP TR: displaces Texas Red mutant MLL peptide from human menin | O00255 | Menin + Texas Red MLL mutant peptide, fluorescence polarization | Potency, µM (top dose mostly 61.6 µM), inactives show top-dose FP activity change, negative = inhibition, hits mostly inhibitors | hit rate 0.23% among 270,000 | AID 1768; active = well fitted inhibition curve with a large enough effect in the polarisation, with a control signal flat, not every such curve was filed as active; inconclusive = small, poorly fitted or top-dose-only effect, or effect the other way, or a change in a side signal; inactive = no such curve, though single readings can be large or run the other way; the % refers to the polarisation; note: potency is the fitted concentration of half-maximal effect; % of control where 0% means no effect; many of its hits are not listed in these tables
# MBNL1-CUG inh: inhibitors of human MBNL1 binding to CUG repeat RNA; Potency, µM (series often up to 57.5 µM), for inactives: top-dose activity change, negative = inhibition, hits mostly inhibitors; TR-FRET MBNL1-His/biotin-(CUG)12 binding, 665/545 ratio; hit rate 0.036% among 280,000; AID 2675; active = well fitted inhibition curve with a large enough effect in the signal ratio, with a control signal flat, not every such curve was filed as active; inconclusive = small, poorly fitted or top-dose-only effect, or effect the other way, or a change in a side signal; inactive = no such curve, though single readings can be large or run the other way; the % refers to the signal ratio; note: potency is the fitted concentration of half-maximal effect; % is set by controls: 0 for no effect and ±100 for the full control effect
#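 MBNL1-His + Biotin-(CUG)12, cpd titration 92 nM–58 uM; Tb anti-His Ab 0.055 ng/ul, SA-XL665 5 nM (final); 60 min RT; ratiometric 665/545 nm, Ex 340 nm; normalized to buffer and full-complex controls.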
# ASM inhibitor: inhibitors of human secretory acid sphingomyelinase | placental ASM, HMU-PC fluorogenic substrate, 60 min | Potency, µM (series often up to 57.5 µM), for the others: top-dose activity change, negative = inhibition, usual class: inhibitors | hit rate 0.006% among 340,000 | AID 504937; note: potency is the fitted concentration of half-maximal effect
#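 Fluorescence read-out (Ex 386 nm, Em 447 nm) after stopping the reaction at pH 10. Enzyme: ASM from human placenta; substrate HMU-PC0, 9 uM final; 60 min, 37 °C. Compound preincubation 10 min, ambient temperature.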
# a7 integrin act: activates integrin-mediated alleviation for muscular dystrophy | alpha7betagal myoblasts, beta-gal FDG fluorescence, 48 h | Potency, µM (doses to about 38.3 µM), inactives show top-dose activation, actives largely listed as activators | hit rate 0.064% among 350,000 | AID 624291;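 note: potency is the fitted concentration of half-maximal effect; 100% = response of the positive control SU9516; nearly all actives have a fitted effect of over 60% in size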
#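 Alpha7betagal+/- myoblasts (passage 13) were plated 16-24 hr, then exposed to compounds (1:260 dilution of DMSO stock) for 48 hours at 37C. After MPER lysis, β-galactosidase reporter activity was read as FDG fluorescence (ex 480/em 540) after 30 minutes.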
# TCR activator: activates T cell receptor signaling | Potency, µM (top dose mostly 9.22 µM), inactives show at the highest dose activation of IL-2 secretion, actives largely listed as activators | 330,000 tested, under 10 active | primary human leukocytes, anti-CD3, IL-2 HTRF, 48 h | AID 504894; note: % of control where 0% means no effect
#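 Using a-CD3 beads without co-stimulation, primary human leukocytes were exposed to compounds for 48 hr. An HTRF IL-2 kit measured the cytokine, with europium-to-d2 energy transfer producing emission at 665nm upon 320nm excitation.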
# Mito fusion act: mitochondrial division inhibition or fusion activation; AID 485298; hit rate 0.23% among 320,000; S. cerevisiae fusion-defective mutant growth rescue, CellTiterGlo 48 h; Potency, µM (series often up to 46.1 µM), for the others: top-dose growth rescue (activation), hits mostly activators;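 note: potency is the fitted concentration of half-maximal effect; % of control where 0% means no effect; nearly all actives have a fitted effect of over 45% in size; temperature-sensitive fusion mutants such as fzo1-1 at 37 °C on non-fermentable ethanol glycerol medium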
#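 S. cerevisiae fusion-defective temperature-sensitive mutants (e.g. fzo1-1, mgm1-5) grown 48 h at 37C in YPEG (ethanol/glycerol non-fermentable) medium with 23 nl compound per well; growth rescue read as CellTiterGlo luminescence.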
# Starred values were filed as active, the others as inactive; i = inactive; ? = inconclusive; nt = not tested or not shown; [ ] = remark or other dose. Unless noted, calls come from the whole dose curve; as a rule, active = well fitted curve in the direction sought with a large enough effect; inconclusive = small, poorly fitted or top-dose-only effect, or another doubt; inactive = no such curve, though single readings can be large; an effect the other way counts as inactive or inconclusive.
no.	Structure	TSHR antagonist	AT treatment	TSG101-PTAP inh	MLL CXXC-DNA inh	Menin MLL FP TR	MBNL1-CUG inh	ASM inhibitor	a7 integrin act	TCR activator	Mito fusion act
1	CC1Cn2c(nc3c2c(=O)[nH]c(=O)n3C)O1 (centres undefined)	5	-4%	-13%	1%	2%	6%	3%	3%	0%	-1%
2	CCN(CC(=O)Nc1ccc(OC)cc1)CC(=O)Nc1ccc(Cl)cc1F	2	-2%	1%	-5%	2%	-5%	-3%	-9%	2%	2%
3	COc1ccc(NC(=O)CC2C(=O)N(c3ccc(Cl)cc3)C(=S)N2CCc2ccncc2)cc1 (centres undefined)	-6	-5%	0%	3%	?	3%	-20%	-17%[7.66 µM]	0%	3%
4	Cc1ccc(-n2ncc(C(=O)Nc3cc(Cl)cc(Cl)c3)c2C2CCNCC2)cc1C	-3	2%	3%	32%[activator]	?	-1%	-2%	-69%[inhibitor]	7%	-8%
5	COc1ccccc1CNC(=S)NC1CCCC1	-3	-1%	-1%	11%	3%	?	6%	17%	1%[46.1 µM]	2%
6	COCC1CCN(C(=O)C2CCC(=O)N(C3CCCCCC3)C2)CC1 (centres undefined)	11	-3%	nt	-3%	nt	-1%	2%	-19%	8%	1%
7	CCOC(=O)c1cnc(SCCN2CCOCC2)nc1N	1	-1%	-1%	1%	-1%	2%	5%	-9%	4%	-1%
8	Cc1ccccc1COC(=O)CCC1=NS(=O)(=O)c2ccccc2N1	2	-5%	-3%	-5%	nt	1%	0%	-13%	2%	29%
9	O=C(Cc1ccc(Br)cc1)Nc1ccccc1N1CCCC1	-9	2%	1%	5%	nt	3%	-2%	?	9%	16%
10	O=C(NCc1cc([N+](=O)[O-])ccc1O)c1cccnc1Sc1ccc(Cl)cc1	-4	11%	0%	-13%	nt	5%	4%	19%	0%	1%
11	C=CCOc1c(CNc2cccc(C(=O)O)c2)cccc1OCC	3	-4%	-6%	-7%	-3%	7%	0%	-12%	3%	7%
12	CN(C)CCNC(=O)CNC(=S)N(CCCN1CCOCC1)Cc1cccs1	7	-3%	0%	-3%	-2%	-4%	1%	34%	-9%	1%
13	NC(=O)c1cc(S(=O)(=O)NCc2cccc(Br)c2)cs1	5	8%	0%	9%	nt	-3%	-2%	13%	5%	0%
14	CCCCn1c(N)c(N(Cc2ccccc2OC)C(=O)C(C)Oc2ccc(F)cc2)c(=O)[nH]c1=O (centres undefined)	6	-9%	-2%	nt	nt	nt	2%	-4%	-2%	-5%
15	COC(=O)c1c(-c2c(Cl)cccc2Cl)noc1NC(=O)NN1CCCCC1	12	-3%	-6%	1%	nt	0%	-2%	0%	2%	9%
16	CCc1ccc(NC(=O)CSc2nnc(-c3cnccn3)n2C)cc1	-6	-4%	-3%	5%	nt	-3%	0%	1%	1%	-1%
17	O=C1OCc2cc(-n3cccc3)ccc21	0	-2%	-1%	0%	-7%	-4%	4%	19%	nt	-2%
18	O=C(COc1ccc(Br)cc1Br)NC(=S)Nc1cccc(CO)c1	-17	0%	-3%	4%	25%	-12%[11.5 µM]	3%	41%	6%[46.1 µM]	?
19	O=C(CCN=C1NS(=O)(=O)c2ccccc21)OCC(=O)c1ccc(F)c(F)c1	-5	16%	2%	nt	nt	nt	-5%	16%	-9%	-1%
20	O=[N+]([O-])/C=C/c1cn(Cc2ccccc2)c2ccccc12	27	?	-6%	-8%	32%[activator]	-3%	-29%	-64%[inhibitor]	5%	2%
21	O=S(=O)(c1ccc(OCC(O)CN2CCCC2)cc1)N1CCOCC1 (centres undefined)	-3	-2%	0%	-2%	-9%	-5%	2%	-23%	-6%	2%
22	COc1ccc(N2CCN(C(=O)CC3NC4CCCCC4NC3=O)CC2)cc1 (centres undefined)	-2	-4%	-5%	0%	-20%	-4%	2%	-2%	-2%	0%
23	COc1ccccc1C(=O)N1CCCC(c2nc(-c3cc(OC)c(OC)c(OC)c3)no2)C1 (centres undefined)	6	3%	1%	5%	0%	-6%	3%	-16%	8%	-3%
24	CCOc1ccc(S(=O)(=O)NCCCN2CCCC2=O)cc1	1	1%	-3%	7%	11%	-2%	-1%	-12%	1%	3%
25	COc1ccc(C2CC(=O)Oc3ccc(OC)cc32)cc1 (centres undefined)	-15	13%	0%	nt	nt	nt	1%	-12%	2%[46.1 µM]	nt

# Complete entries as entered above:
# Profile of CCc1ccc(NC(=O)CSc2nnc(-c3cnccn3)n2C)cc1 = TSHR antagonist = -6; AT treatment = -4%; TSG101-PTAP inh = -3%; MLL CXXC-DNA inh = 5%; Menin MLL FP TR = nt; MBNL1-CUG inh = -3%; ASM inhibitor = 0%; a7 integrin act = 1%; TCR activator = 1%; Mito fusion act = -1%
# Profile of CCOc1ccc(S(=O)(=O)NCCCN2CCCC2=O)cc1 = TSHR antagonist = 1; AT treatment = 1%; TSG101-PTAP inh = -3%; MLL CXXC-DNA inh = 7%; Menin MLL FP TR = 11%; MBNL1-CUG inh = -2%; ASM inhibitor = -1%; a7 integrin act = -12%; TCR activator = 1%; Mito fusion act = 3%

# Next structures
26	O=C(N/N=C/c1ccc2c(c1)OCO2)c1cc(-c2ccncc2)nc2ccccc12
27	CCOC(OCC)c1cc2ccccc2cn1
28	CC(C)C(C)(C#N)NC(=O)CSc1nncn1-c1ccccc1 (centres undefined)
29	O=C(O)C1CCCN(C(=O)NCc2ccccc2)C1 (centres undefined)
30	O=C(N/N=C/c1ccco1)c1ccn[nH]1
31	CCC(=O)NC(NC(=O)CC)C(Cl)Cl
32	O=C(c1cn(-c2ccccc2)nc1-c1cccnc1)N1CCN(S(=O)(=O)c2ccc(Cl)cc2)CC1
33	COc1cc(OC)c(OC)cc1/C=N/Nc1ncnc2c1[nH]c1ccccc12
34	O=C(/C=C/c1ccc2c(c1)OCO2)Nc1c(C(=O)O)[nH]c2ccccc12
Assay by compound,26,27,28,29,30,31,32,33,34
TSHR antagonist,7,7,-4,5,6,16,nt,-14,-5
AT treatment,-18%,2%,3%,-4%,-3%,2%,nt,14%,-1%
TSG101-PTAP inh,-5%,1%,-5%,-8%,-4%,1%,0%,0%,-3%
MLL CXXC-DNA inh,-3%,nt,-3%,-11%,28%,-6%,nt,13%,-12%
Menin MLL FP TR,1%,nt,2%,1%,-1%,-16%,nt,-4%,?
MBNL1-CUG inh,-2%,nt,-4%,-2%,6%,-3%,nt,?,?
ASM inhibitor,-11%,2%,1%,3%,2%,-1%,1%,i,11%
a7 integrin act,-14%,-25%,-6%,-6%,4%,23%,-30%,23%,19%
TCR activator,-2%[46.1 µM],-3%,-5%,-22%,-50%,4%,-5%,-6%[46.1 µM],1%[46.1 µM]
Mito fusion act,-4%,nt,1%,-3%,1%,-1%,nt,-9%,0%

# Reformatted: four of the compounds above
(28) CC(C)C(C)(C#N)NC(=O)CSc1nncn1-c1ccccc1 (centres undefined)
  TSHR antagonist: -4	AT treatment: 3%	TSG101-PTAP inh: -5%	MLL CXXC-DNA inh: -3%	Menin MLL FP TR: 2%	MBNL1-CUG inh: -4%	ASM inhibitor: 1%	a7 integrin act: -6%	TCR activator: -5%	Mito fusion act: 1%

(29) O=C(O)C1CCCN(C(=O)NCc2ccccc2)C1 (centres undefined)
  TSHR antagonist: 5	AT treatment: -4%	TSG101-PTAP inh: -8%	MLL CXXC-DNA inh: -11%	Menin MLL FP TR: 1%	MBNL1-CUG inh: -2%	ASM inhibitor: 3%	a7 integrin act: -6%	TCR activator: -22%	Mito fusion act: -3%

(30) O=C(N/N=C/c1ccco1)c1ccn[nH]1
  TSHR antagonist: 6	AT treatment: -3%	TSG101-PTAP inh: -4%	MLL CXXC-DNA inh: 28%	Menin MLL FP TR: -1%	MBNL1-CUG inh: 6%	ASM inhibitor: 2%	a7 integrin act: 4%	TCR activator: -50%	Mito fusion act: 1%

(31) CCC(=O)NC(NC(=O)CC)C(Cl)Cl
  TSHR antagonist: 16	AT treatment: 2%	TSG101-PTAP inh: 1%	MLL CXXC-DNA inh: -6%	Menin MLL FP TR: -16%	MBNL1-CUG inh: -3%	ASM inhibitor: -1%	a7 integrin act: 23%	TCR activator: 4%	Mito fusion act: -1%

# Compound activity deposited in PubChem by National Center for Advancing Translational Sciences (NCATS).

# A portion of the library; the hit share may differ from the screen's.
